High-throughput results as filed in PubChem BioAssay.
EP2 antag = blocks the human prostaglandin E2 receptor EP2. inhibition, % at 25 µM. AID 1422. C6 glioma cells expressing human EP2, cAMP TR-FRET; cells stimulated with saturating PGE2. 260,000 tested, 0.52% active;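 active means percent inhibition above 40 after rounding to a whole number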;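 further: rat C6 glioma host cells with rolipram phosphodiesterase inhibitor present; the protocol text gives 20 µM as final concentration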
Target sequence (P43116 whole entry, looked up): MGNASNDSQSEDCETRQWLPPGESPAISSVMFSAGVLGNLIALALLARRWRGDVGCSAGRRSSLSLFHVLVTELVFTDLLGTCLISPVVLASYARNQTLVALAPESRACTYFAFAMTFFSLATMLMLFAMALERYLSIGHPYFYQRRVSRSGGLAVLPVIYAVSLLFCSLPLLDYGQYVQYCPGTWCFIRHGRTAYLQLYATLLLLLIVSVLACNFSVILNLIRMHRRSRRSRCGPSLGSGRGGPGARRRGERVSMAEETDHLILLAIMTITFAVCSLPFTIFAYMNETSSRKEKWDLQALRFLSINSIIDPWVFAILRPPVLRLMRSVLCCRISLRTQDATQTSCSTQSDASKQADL
zVAD death inh = L929 zVAD cell death inhibition; L929 zVAD necroptosis rescue, ATP luminescence, 24 h; with zVAD 60 µM; viability rescue, % at 10 µM; 220,000 tested, 0.38% active; AID 1377;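 active means activation, scaled between plate controls, above about 75%, limit read from the data; inactive means activation under that limit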;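 further: 0% = zVAD with DMSO and 100% = DMSO alone without zVAD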
EP2 mod = modulates human prostaglandin E2 receptor EP2 signaling; AID 940; EP2-expressing cells, cAMP HTRF FRET, PGE2 co-stimulation; 260,000 tested, 0.83% active; P43116; induction, % at 25 µM;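 active means compounds whose cAMP rise, as percent of the full-agonist control response, exceeds 60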;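 further: rat C6 glioma line stably carrying human EP2 under a CMV promoter; the protocol text gives 20 µM as final concentration; 100% = response of wells given 1 µM PGE2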
Runt-CBFb FRET = Runt domain-CBFb interaction inhibition; Q01196+Q13951; Cerulean-Runt/Venus-CBFb FRET ratio 530/480, 1 h; inhibition, % at 20 µM; 220,000 tested, 0.46% active; AID 1496;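 active means inhibition over about 50% at 20 µM in the single-dose screen, limit read from the data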;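 further: 0% = DMSO wells and 100% = excess unlabeled CBFb competitor control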
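Measured by: fluorescence energy transfer, 422 nm excitation, 530/480 nm emission; Assay system: Cerulean-Runt domain; Medium: Tris pH 7.5 buffer with BSA; Measure: loss of energy transfer signal; Controls: 5 µM unlabeled CBFb as full-inhibition high control; Incubation: protein complex preformed 1 h, compound exposure 1 h, room temperature, dark.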
Hck Nef HTS = inhibitors of human Hck kinase activated by Nef; AID 463187; 220,000 tested, 0.68% active; inhibition, % at 20 µM; Recombinant Hck-YEEI plus Nef, Z-Lyte FRET kinase assay;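 active means Hck-Nef kinase inhibition above about 50%, limit read from the data; inactive means inhibition below that limit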;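 further: 0% = DMSO with Hck plus Nef and 100% = Hck alone without Nef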
Target sequence (P08631 whole entry, looked up): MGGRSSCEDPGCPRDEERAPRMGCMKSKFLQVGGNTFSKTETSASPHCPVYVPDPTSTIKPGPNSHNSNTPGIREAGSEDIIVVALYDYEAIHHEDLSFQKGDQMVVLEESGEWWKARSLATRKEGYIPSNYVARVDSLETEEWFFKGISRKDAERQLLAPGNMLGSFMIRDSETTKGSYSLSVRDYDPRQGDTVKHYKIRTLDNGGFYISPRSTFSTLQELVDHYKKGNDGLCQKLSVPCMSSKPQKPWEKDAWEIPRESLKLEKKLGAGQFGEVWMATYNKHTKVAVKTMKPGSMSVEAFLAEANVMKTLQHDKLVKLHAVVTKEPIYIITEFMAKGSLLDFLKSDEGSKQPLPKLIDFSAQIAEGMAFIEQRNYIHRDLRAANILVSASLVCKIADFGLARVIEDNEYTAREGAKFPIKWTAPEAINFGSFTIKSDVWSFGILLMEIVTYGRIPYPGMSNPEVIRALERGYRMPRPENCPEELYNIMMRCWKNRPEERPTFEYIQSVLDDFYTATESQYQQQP
PERK inhibitor = human PERK inhibition, primary cell-based screen; 220,000 tested, 0.17% active; inhibition, % at 5.6 µM; CHO PERK-DD fusion, SEAP luminescence translation reporter; Q9NZJ5;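 active means inhibition above the mean inhibition of all tested compounds plus 3 SD, set separately per screening campaign, cut at about 2.9% in these data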;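 further: PERK kinase domain activated by AP20187 dimerizer at 100 nM; 0% = DMSO with dimerizer and 100% = rapamycin at 8.4 µM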
RBBP9 inhibitor = inhibitors of human serine hydrolase RBBP9. O75884. recombinant RBBP9, FP-Rh probe fluorescence polarization. inhibition, % at 7.94 µM. 220,000 tested, 0.2% active. AID 1515;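 active means inhibition above the campaign mean of all tested compounds plus 3 SD, cut at about 14% in these data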;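 further: plate controls were DMSO wells with RBBP9 for no effect and wells lacking RBBP9 protein for full effect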
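Measured by: FP readout at 525/598 nm; material: recombinant human RBBP9; also added: Serine-hydrolase probe FP-Rh, 375 nM pre-mixing; medium: Tris buffer pH 8.0, NaCl, Pluronic; replication: one well per compound; doses: one concentration, 7.94 µM nominal, 0.794% DMSO; timing: preincubation 30 min plus labeling 45 min at 25 °C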
Runt-SMMHC FRET = blocks binding of human RUNX1 Runt domain to CBFb-SMMHC; inhibition, % at 20 µM; AID 1434; Cerulean-Runt/Venus-CBFb-SMMHC FRET ratio 530/480, 1 h; 220,000 tested, 0.74% active; Q01196+Q13951;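 active means mean inhibition across duplicate retests at 20 µM reaching about 50%, limit read from the data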;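 further: 0% = DMSO wells and 100% = wells with excess untagged CBFb-SMMHC; inhibitors lower the FRET ratio by blocking Runt binding to CBFb-SMMHC; some results filed as inactive read as strong as hits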
TNF death inh = inhibitors of TNF-alpha induced necroptosis in Jurkat FADD-/- cells; Jurkat FADD-/- TNF necroptosis rescue, ATP luminescence, 24 h; 0 = TNF only, 100 = no-TNF cells; activation (protection from cell death), % at 10 µM; 220,000 tested, 0.068% active; AID 463075;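 active means activation, meaning protection from cell death, of at least 50% relative to plate controls; inactive means activation below 50%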;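 further: necroptosis triggered by 40 ng/mL TNF-alpha added together with compound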
* = called active by the depositor; x = not tested or not shown; & = joins results of further samples. Only part of the results is shown. The share of hits here may be higher or lower than overall.

Results follow in this order: EP2 antag, zVAD death inh, EP2 mod, Runt-CBFb FRET, Hck Nef HTS, PERK inhibitor, RBBP9 inhibitor, Runt-SMMHC FRET, TNF death inh
CC1(C)CCCN(Cc2c(O)ccc3c(=O)c(-c4nc5ccccc5s4)c(N)oc23)C1
 : 7, 67, -24, 0, 26, 0.4, 0, 10, 3.2
CCCC(C(=O)NCc1ccccc1)N(C(=O)Cn1nnc(-c2cccs2)n1)c1ccc2c(c1)OCCO2 (stereo unspecified)
 : 12, 0.1, 20, -1, -9, 0.6, 0, 0, 1.4
Cn1nc(C(=O)NCCOc2ccccc2)c2ccccc2c1=O
 : 7, -0.4, -35, -2, 5, 0.1, -1, -1, 0.1
COc1ccc(C(=O)N/N=C/c2ccc(SC)cc2)cc1
 : 12, 1.3, -32, -1, 1, 1.1, -1, 1, -0.7
O=C(/C=C/c1ccc(S(=O)(=O)N2CCOCC2)cc1)NC(=S)Nc1ccc(Cl)cc1Cl
 : 13, -1.6, -3, -1, -12, 2.5, 9, 1, -4.6
COC(=O)c1ccc(C(=O)OC)c(NC(=S)N2CCN(c3cc(Cl)ccc3C)CC2)c1
 : 2, 1.1, 35, 9, 4, 0.9, -4, 9, 1.4
Cc1ccc(CNC(=O)COC(=O)Cc2ccc(-c3ccccc3)cc2)cc1
 : 9, 0.9, 22, -4, -11, -0.9, -5, 2, -3.0
CCOC(=O)c1c(C)n(C)c2ccc(O)c(S(=O)(=O)c3ccccc3)c12
 : 2, 3.2, 5, 1, 2, 0.5, -6, -3, 1.9
COC(=O)c1[nH]c2ccc(C)cc2c1NC(=O)Nc1ccccc1OC
 : 9, 0.8, -30, 0, 1, -0.2, 6, -3, -3.8
Cc1cc(C)nc(N/N=C/C(Cl)=C/c2ccccc2)n1
 : 6, -0.1, -20, 0, -12, -0.9, -12, 1, 9.6
C=CCSc1nnc(C)n1-c1ccc(Cl)cc1
 : 16, 0.2, 11, 0, -1, -0.1, -5, 2, 0.0
COc1ccc(Cl)cc1N(C(C)C(=O)O)S(C)(=O)=O (stereo unspecified)
 : 5, 0.2, 24, 3, -14, 0.6, 4, 1, 0.3
CN(C)c1ccc2c(c1)Sc1cc(N(C)C)ccc1N2C(=O)c1ccccc1
 : 10, -0.2, 7, 2, 5, -1.2, -4, -1, 0.5
COCCNS(=O)(=O)c1ccc(C)c(C)c1C
 : 8, 0.0, 8, 1, 1, 2.0, -5, -9, 16
COc1cc(C)nc(N2CCC(C(=O)NC3CCCCC3)CC2)n1
 : 11, 0.4, -2, 0, 1, -0.1, -5, 3, 0.6
CC(C)(C)n1nnnc1C(c1cccs1)N(Cc1cccnc1)Cc1ccccc1Cl (stereo unspecified)
 : 6&5, -0.3, -6&4, -2, -1, -0.5, 0, -8, -2.2
O=c1c2ccccc2nc(SCc2cccc(F)c2)n1C1CCCC1
 : 9, 0.6, 39, -4, 0, 0.3, -5, -2, 2.6
O=C(NC1CCCCCCC1)c1c(O)c2ccccc2[nH]c1=O
 : 14, 1.8, -10, 0, -14, -0.5, -10, 4, 1.1
O=C1NN(c2ccccc2)C(=O)C2C1C1C=CC2C12CC2 (stereo unspecified)
 : 15, 0.0, 12, -1, 0, 1.0, -1, 2, 1.0
CCOC(=O)c1c(C)nc2sc3c(=O)n(-c4ccc(OC)cc4)cnc3c2c1-c1ccc(OC)cc1
 : 13, -0.5, 11, -5, 0, 1.6, 3, -6, -13
CCn1c(-c2ccco2)n[nH]c1=S
 : 12, 0.3, -6, -2, -2, -0.8, -3, 9, 0.6
O=C(CS(=O)(=O)Cc1ccccc1)Nc1nc2c(s1)CCCC2
 : 7, 0.5, 21, 0, 2, -0.1, -5, -2, -1.3
CCOC(=O)Cc1csc(NC(=O)CC)n1
 : 11, 1.3, 4, -2, 1, 0.8, -2, -4, 1.8
COc1ccccc1N1CCN(C(=O)CSc2nnc(NC(=O)C3CC3)s2)CC1
 : 6, 1.0, 9, 0, 0, -0.6, -2, 1, -0.4
c1ccc(Cc2noc(CN3CCCN(C4Cc5ccccc5C4)CC3)n2)cc1
 : 11, -0.7, -51, -2, 20, -0.5, -3, 3, 2.1
Cc1nnc(SCC(N)=O)n1CCc1ccccc1
 : 14, -0.4, 27, 1, 2, 0.9, 2, 3, -2.2
CCOC(=O)C(=CNc1cc(C)nn1-c1ccccc1)C(=O)OCC
 : 6, 0.1, 13, -4, 0, -0.4, -5, 1, -2.7
CC(=NCCc1c(C)[nH]c2ccc(OC(F)(F)F)cc12)C1=C(O)CC(c2ccccc2)CC1=O (stereo unspecified)
 : 7, 2.0, 8, 1, 23, 0.3, -3, 1, -7.3
Cc1cc(C)cc(NC2=CC(=O)CC(c3ccco3)C2)c1 (stereo unspecified)
 : 3, 0.7, -28, 5, -3, 0.5, 6, 2, -2.0
CC(=O)c1csc(COc2ccccc2)n1
 : 13, 0.9, 1, 1, 10, 0.4, -5, -1, 10
CN1CCN(C(CNS(=O)(=O)c2ccc(Cl)cc2)c2cccnc2)CC1 (stereo unspecified)
 : 12, 0.3, 21, 1, -1, 0.1, -10, -2, 0.2
O=C(O)/C=C/c1cn(Cc2ccccc2)nc1-c1ccccc1
 : 10, 0.3, -13, -2, 0, 1.2, -9, 2, -0.9
Cc1cc(NC(=O)/C=C/C(=O)N(CC(=O)NC2CCCC2)c2cccc3ccccc23)no1
 : 4&6, 0.9, -40&-38, -2, 7, 0.3, -5, 2, -3.3
Cn1c(Cn2c(=O)sc3ccccc32)nnc1SCC(=O)Nc1ccc2c(c1)OCO2
 : 7, 2.5, -2, x, 3, 0.1, -8, x, 1.3
COc1c2occc2c(OC)c2c(=O)cc(C)oc12
 : 14&10, 0.4, 27&-8, 0, 9, -0.1, -1, 1, 0.3
O=C1NC(N2CCOCC2)=N/C1=C/c1ccc2c(c1)OCO2
 : 4, 9.3, 13, 4, 8, -0.4, -11, 12, 3.2
COc1cccc(-c2cc(C(F)(F)F)nc(-n3cccn3)n2)c1
 : 6, 0.0, 34, -1, -18, -1.2, -12, -4, -3.9
O=C(Oc1ccc2[nH]cc(CCN3C(=O)c4ccccc4C3=O)c2c1)c1ccco1
 : 13, -0.7, 1, 0, 1, 0.8, -2, -2, -5.8
COC(=O)C(C)n1cnc2c(nnn2-c2cccc(Cl)c2)c1=O (stereo unspecified)
 : 5, 1.0, -1, 3, 2, 0.7, 1, -2, 0.2
COC(=O)Nc1c(-c2ccccc2)nc2ccc(C)cn12
 : 12, 0.4, 30, 0, 0, -0.2, -10, 0, 1.0
CCOc1ccc(NC(=O)CCN2CCN(c3ccccc3)CC2)cc1
 : 6, -0.3, -6, 0, 2, -0.3, -5, 2, -0.2
Cc1cc(OC(=O)C(C)(C)C)c([N+](=O)[O-])c(=O)[nH]1
 : 12, 8.3, 3, 0, 18, 0.1, -11, -2, 0.3
Cc1ccc(-n2c(N)c(C(N)=O)sc2=S)cc1
 : 18, 4.5, -1, 33, 1, -0.5, 7, 9, -0.3
C/C=C(\C)C(=O)Nc1cccc(C2=NOC3(C2)C[C@H](C(N)=O)N(C(=O)C(c2ccccc2)c2ccccc2)C3)c1 (stereo partly specified)
 : 13, 0.0, 14, 1, 23, x, x, -1, 2.2
O=C(c1cccs1)[C@@H]1[C@@H]2C(=O)N(Cc3ccc4c(c3)OCO4)C(=O)[C@@H]2C2c3ccccc3C=CN21 (stereo partly specified)
 : x, -0.3, -2, 40, 2, -1.0, -5, -6, -7.5
O=C(CC1SC(N2CCOCC2)=NC1=O)Nc1cc([N+](=O)[O-])ccc1Cl (stereo unspecified)
 : 17, 3.1, 7, 2, 5, 0.1, -2, -1, -1.6

Some of these compounds in order of heavy-atom count, falling.
Results follow in this order: EP2 antag, zVAD death inh, EP2 mod, Runt-CBFb FRET, Hck Nef HTS, PERK inhibitor, RBBP9 inhibitor, Runt-SMMHC FRET, TNF death inh
O=C(c1cccs1)[C@@H]1[C@@H]2C(=O)N(Cc3ccc4c(c3)OCO4)C(=O)[C@@H]2C2c3ccccc3C=CN21 (stereo partly specified)
 : x, -0.3, -2, 40, 2, -1.0, -5, -6, -7.5
Cc1cc(NC(=O)/C=C/C(=O)N(CC(=O)NC2CCCC2)c2cccc3ccccc23)no1
 : 4&6, 0.9, -40&-38, -2, 7, 0.3, -5, 2, -3.3
CCOc1ccc(NC(=O)CCN2CCN(c3ccccc3)CC2)cc1
 : 6, -0.3, -6, 0, 2, -0.3, -5, 2, -0.2

4 of the entries above in order of the Hck Nef HTS value, smallest number first:
SMILES	EP2 mod	Runt-CBFb FRET	Hck Nef HTS	PERK inhibitor	RBBP9 inhibitor	Runt-SMMHC FRET
Cc1ccc(CNC(=O)COC(=O)Cc2ccc(-c3ccccc3)cc2)cc1	22	-4	-11	-0.9	-5	2
CCCC(C(=O)NCc1ccccc1)N(C(=O)Cn1nnc(-c2cccs2)n1)c1ccc2c(c1)OCCO2 (stereo unspecified)	20	-1	-9	0.6	0	0
CN1CCN(C(CNS(=O)(=O)c2ccc(Cl)cc2)c2cccnc2)CC1 (stereo unspecified)	21	1	-1	0.1	-10	-2
O=C1NN(c2ccccc2)C(=O)C2C1C1C=CC2C12CC2 (stereo unspecified)	12	-1	0	1.0	-1	2
